Screening results: PubChem BioAssay, several laboratories
AID2073: inhibitors of Mint1-CaV2.2 protein interaction, biochemical, HTRF (AID 2073). actives 0.19% (n = 290,000). inhibition, % at 20 µM; hits with a dose series show IC50 in µM. HTRF protein-protein interaction, Mint1-CaV2.2; higher % means a stronger effect; in the data active means inhibition mostly above about 51%, no sharp cut-off; inconclusive means no clear call, values can overlap the other calls; inactive means mostly below about 53%; further: some results filed as inactive read as strong as hits
HIV peptide binding: inhibitors of HIV fusion peptide binding, primary screen, biochemical, uHTS, fluorescence dequenching (AID 1986) | cell-free peptide binding, fluorescence dequenching, 30 min; higher % means a stronger effect | one-dose inhibition, % at 20 µM; IC50 in µM for titrated hits | actives 0.3% (n = 290,000); in the data active means inhibition mostly above about 52%, no sharp cut-off; inactive means mostly below about 76%; further: some results filed as inactive read as strong as hits
Dengue-2 NS5 capping: Dengue-2 NS5 methyltransferase inhibitors, primary screen, biochemical, confirmation dose response (AID 588689); Dengue-2 NS5 methyltransferase capping enzyme assay, biochemical; higher % means a stronger effect; one-dose inhibition, % at 25 µM; IC50 in µM for titrated hits; actives 0.3% (n = 340,000); Genome polyprotein (Dengue virus type 2 (strain 16681-PDK53)); in the data active means a potency from the dose series; inconclusive means inhibition above about 29% without an active follow-up result
West Nile virus CPE: West Nile virus antiviral activity, cell-based, CPE readout (AID 1621); actives 0.02% (n = 290,000); CPE inhibition, % at 10 µM, or IC50 in µM where a hit was titrated; West Nile virus-infected cells, CPE inhibition; higher % means a stronger effect; in the data active means a potency from the dose series; inconclusive means CPE inhibition mostly from about 3.7% at the one dose, without a potency; inactive means the rest, 99 in 100 with CPE inhibition below about 2.2%; further: strong numbers were not always called active
KOR beta-arrestin-1: KOR antagonists, beta-arrestin recruitment, cell-based, luminescence, uHTS (AID 1778); Kappa-type opioid receptor (Homo sapiens); KOR beta-arrestin recruitment, luminescence, antagonist mode; higher % means a stronger effect; inhibition, % at 10 µM, or IC50 in µM where a hit was titrated; actives 0.091% (n = 290,000); further: strong numbers were not always called active
Yfh1-off respiration: enhancers of respiration in Yfh1-depleted yeast, dose response, Friedreich's ataxia, plus single-dose screen (AID 1465); S. cerevisiae Yfh1-off respiration, WST-1 reduction, 72 h; higher fold induction means a stronger effect; one-dose fold induction at 50 µM; EC50 in µM for titrated hits; actives 0.074% (n = 220,000);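 active means fold induction of absorbance versus untreated yeast above a set limit, then at least 30% activation at any dose in follow-up; inconclusive means repeats straddling the limit, or above it without dose testing; inactive means fold induction below the set limit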;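 further: activators that raise dye reduction in frataxin-depleted yeast; strong numbers were not always called active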
NOD1 NF-kB reporter: NOD1 signaling inhibitors, primary screen, cell-based, luminescence, uHTS (AID 1578) | actives 1% (n = 290,000) | NOD1-driven NF-kB luciferase reporter cells, luminescence; higher % means a stronger effect | inhibition, % at 4 µM, or EC50 in µM where a hit was titrated; in the data active means inhibition mostly above about 36%, no sharp cut-off; inactive means mostly below about 34%;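 further: HEK-293T reporter cells stimulated with the NOD1 agonist gamma-tri-DAP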
NOD2 inhibition: NOD2 signaling inhibitors, cell-based, luminescence, uHTS, HEK293 (AID 1566). HEK293 NOD2/NF-kB luciferase reporter, luminescence; higher % means a stronger effect. inhibition, % at 4 µM; hits with a dose series show EC50 in µM. actives 0.63% (n = 290,000); further: many of its hits are not listed in these tables
KOR beta-arrestin-2: KOR agonists, beta-arrestin recruitment, primary screen, cell-based, luminescence, uHTS (AID 1777) | KOR beta-arrestin recruitment, luminescence; higher % means a stronger effect | one-dose activation, % at 10 µM; EC50 in µM for titrated hits | actives 0.02% (n = 280,000); in the data active means activation above about 50%, passing the limit was not always enough; further: a part of the inactive calls stands beside numbers as strong as those of hits
Dengue-2 NS5 capping pilot replicate: further read-out of Dengue-2 NS5 capping, marked with its call; inhibition, %; measured here: pilot screen replicate inhibition
Active calls of the source: *; i = inactive; ? = inconclusive; . = not tested or not shown; [ ] = another dose, or the depositor's remark. Unless noted, no stated cut-off is given here; in the data, active means inhibition above about 50%; inactive means the rest. The list is partial; rates above refer to the full screens.

SMILES	AID2073	HIV peptide binding	Dengue-2 NS5 capping	West Nile virus CPE	KOR beta-arrestin-1	Yfh1-off respiration	NOD1 NF-kB reporter	NOD2 inhibition	KOR beta-arrestin-2	others
CCOc1ccc2c(c1)S/C(=C\c1cccs1)C(=O)N2	6%	34%	?	-0.2%	6%	i	-4%	-114%	3.8%
COC(=O)c1cc(Br)c(=O)n(-c2ccc(C(C)=O)cc2)c1	18%	0.1%	.	.	-15%	.	-15%	-2%	16%
C[n+]1ccccc1C1CCCC/C1=N\NC(N)=S (configuration not stated)	-7%	-1.3%	16%	-0.1%	21%	i	-26%	-4%	-5.7%
CCc1[nH]nc(C(=O)N2CCCC(Nc3ccc(C(C)C)cc3)C2)c1C (configuration not stated)	0%	2.2%	-6%	-0.4%	2%	.	9%	2%	1.4%
CCOC(=O)c1ccc(S(=O)(=O)N2CCN(C(=O)c3nn(C)c(=O)c4ccccc34)CC2)cc1	22%	-0.2%	-1%	0.5%	20%	i	-21%	2%	0.3%
COc1ccc(S(=O)(=O)Nc2nc3ccccc3nc2Nc2ccc3c(c2)OCO3)cc1	0%	9.6%	.	0.3%	13%	i	7%	26%	-2.7%
CCOC(=O)C1CCN(C(=O)CCC(=O)NCCc2ccc(Cl)cc2)CC1	0%	0.9%	-3%	-0.2%	-20%[20 µM]	.	-10%	12%	5.1%
COc1ccc2cnn(-c3ccccc3)c(=O)c2c1OC	4%	-1.6%	-6%	-0.5%	22%	i	-29%	-10%	-4.1%
O=C(N/N=C/c1ccoc1)c1ccccc1F	11%	-3.7%	-7%	-0.2%	2%	.	26%	-6%	-1.4%
CN(c1cccc(NC(=O)c2ccc(Cl)c(S(=O)(=O)N3CCOCC3)c2)c1)S(C)(=O)=O	18%	-0.2%	-5%	1.1%	-15%	.	-29%	3%	-1.8%
NC(=O)CSc1nnnn1CC(CC(=O)O)c1ccccc1 (configuration not stated)	-1%	0.3%	2%	-0.1%	18%	i	-24%	10%	3.2%
O=C(O)c1cccc(-c2nnn(Cc3ccccc3Cl)n2)c1	4%	3.4%	5%	0.2%	11%	i	-19%	-59%	-4.9%
COc1ccc(CCN(C)C2CCCN(S(=O)(=O)c3ccccc3)C2)cc1OC (configuration not stated)	10%	0.7%	-3%	-0.5%	-9%	.	-10%	-5%	3.1%
CC(O)CN(Cc1cccc(Cl)c1)CC(C)O (configuration not stated)	-3%	-0.8%	1%	0.0%	13%	i	-28%	-1%	0.0%
COc1cc2c(cc1OC)CC(C(=O)NCc1ccccc1)NC2 (configuration not stated)	22%	-2.5%	-5%	-0.3%	1%	.	4%	5%	-2.0%
COc1ccc2c(c1)c1nc3ccccc3nc1n2CCCN1C(=O)c2ccccc2C1=O	0%	7.1%	?	-0.3%	6%	i	-13%	5%	-3.3%
COc1ccc(C2CC(c3ccc(C)cc3)Nc3ncnn32)cc1 (configuration not stated)	2%	1.5%	-3%	-0.6%	12%	i	-14%	-16%	-1.5%
COc1ccc(NC(=O)C(NC(=O)CC2NC(=O)NC2=O)c2ccccc2)cc1 (configuration not stated)	4%	0.7%	3%	0.5%	-15%	i	-34%	-6%	-2.5%
COc1ccc(OCCC(=O)OCC(=O)Nc2cccc(S(=O)(=O)N3CCOCC3)c2)cc1	-7%	0.8%	2%	-0.2%	10%	i	-19%	-10%	-4.6%
FC(F)(F)c1cc(C(F)(F)F)c2ccc(Oc3ccccc3)nc2n1	-4%	-2.9%	-5%	0.1%	-10%	i	16%	18%	0.9%	Dengue-2 NS5 capping pilot replicate=-3.5
COc1ccc(S(=O)(=O)N2CCN(Cc3ccc4c(c3)OCO4)CC2)c2ccccc12	0%	3.1%	0%	0.0%	-4%	i	-22%	-22%	3.7%
CC(C)(C)c1ccc(C(=O)NCC(=O)OCC(=O)Nc2ccc3c(c2)OCCO3)cc1	-4%	-1.7%	1%	0.7%	-34%	i	-18%	4%	-1.4%
Cc1ccc(OCC(=O)NNC(=S)NC(=O)C(C)(C)C)c(Br)c1	-6%	1.5%	2%	-2.1%	37%	i	-14%	15%	-6.2%
CCOC(=O)N1CCN(C(=O)C2CCCN(S(=O)(=O)c3c(C)cc(C)cc3C)C2)CC1 (configuration not stated)	8%	0.9%	-9%	-0.7%	-17%	.	-5%	22%	-2.3%
COCCCN1C(=O)c2ccc(C(=O)Nc3ccccc3OC)cc2C1=O	-2%	-1.0%	-1%	1.0%	-8%	i	-15%	15%	2.6%
CCOC(=O)N/N=C(\c1ccccc1)C(O)c1ccccc1 (configuration not stated)	3%	1.5%	-3%	-0.9%	2%	i	-33%	20%	0.0%
O=c1oc(-c2ccccc2Br)nc2ccccc12	-11%	-1.4%	-37%	-0.6%	-82%	.	-33%	13%	-1.9%
CC(C)OCCCNC(=O)CN1C(=O)CC(C)(C)S(=O)(=O)c2ccccc21	4%	-1.4%	-4%	-0.2%	-16%	i	13%	10%	2.5%
CCOc1ccc(S(=O)(=O)N2CCCC2)cc1	16%	-0.6%	-1%	-0.2%	-34%	i	-14%	-15%	-0.9%
Cc1ccccc1C(=O)Nc1ccc(N2CCN(C)CC2)nc1	4%	12%	-1%	0.1%	-36%	i	-19%	-6%	6.5%
C/C(=N\NC(=O)CN(c1ccccc1Br)S(C)(=O)=O)c1cccs1	-1%	3.6%	-6%	-1.1%	-71%[20 µM]	i	-36%	0%	1.0%
O=C(c1ccco1)N1CCN(S(=O)(=O)c2ccc(F)cc2)CC1	-3%	-0.1%	13%	-0.2%	11%	i	-24%	5%	-2.0%
COc1ccccc1CNC(=O)COc1ccc(Br)c(C)c1	6%	-0.3%	-11%	-0.6%	0%	.	1%	26%	0.2%
CCCn1nc(NS(=O)(=O)c2ccccc2[N+](=O)[O-])c2cc3ccccc3nc21	-4%	2.8%	4%	0.1%	13%	.	0%	16%	0.8%
O=C(CSc1nc2c(c(=O)n1-c1ccc(Cl)cc1)SCC2)Nc1nccs1	?	-1.3%	6%	2.4%	-74%	i	16%	-8%	5.9%
O=C(COc1ccc(Cl)cc1Cl)NNC(=S)NC(=O)c1ccco1	-25%	5.7%	-4%	0.0%	23%	.	-11%	37%	1.7%
COc1ccccc1CNC(=O)C/C(C)=N/NC(=O)Cc1ccc(OC)c(OC)c1	-4%	-1.6%	-6%	-0.7%	7%	i	-33%	6%	2.6%
O=C(NCCN1CCOC1=O)C1CCC(=O)N(CCc2ccc(Cl)cc2)C1 (configuration not stated)	1%	0.3%	-4%	-0.4%	11%	.	-21%	-1%	0.7%
NC(=O)c1ccccc1NC(=O)Cc1cccs1	8%	1.9%	.	1.1%	0%	.	-10%	5%	0.6%
C/C(=N\NC(=O)CNc1cccc(C(F)(F)F)c1)c1ccc(Br)cc1	-6%	-2.8%	1%	-1.0%	-25%	i	22%	12%	1.6%

The closing two compounds of the section above come first, to join the parts.
SMILES	AID2073	HIV peptide binding	Dengue-2 NS5 capping	West Nile virus CPE	KOR beta-arrestin-1	Yfh1-off respiration	NOD1 NF-kB reporter	NOD2 inhibition	KOR beta-arrestin-2	others
NC(=O)c1ccccc1NC(=O)Cc1cccs1	8%	1.9%	.	1.1%	0%	.	-10%	5%	0.6%
C/C(=N\NC(=O)CNc1cccc(C(F)(F)F)c1)c1ccc(Br)cc1	-6%	-2.8%	1%	-1.0%	-25%	i	22%	12%	1.6%
CCC(C(=O)OCC(=O)Nc1cc(OC)ccc1OC)c1ccccc1 (configuration not stated)	5%	1.8%	-11%	0.0%	-18%	i	-29%	12%	-3.1%
O=C(N/N=C/c1cccs1)c1ccc2ccccc2c1	-1%	0.3%	0%	0.3%	7%	.	4%	-94%	-3.3%
Cc1cc(NC(=O)CSc2c(C)[nH]c3ccccc23)no1	-8%	-1.6%	0%	-0.1%	11%	i	.	6%	-2.5%
CC1(C)Cc2c(ccc3ccccc23)/C(=C/C(=O)N2CCCCC2)N1	7%	-0.1%	-6%	0.2%	14%	i	19%	33%	-1.6%
COc1ccc(/C=N/Nc2nc(N3CCCCC3)nc(N3CCCCC3)n2)cc1[N+](=O)[O-]	-5%	0.9%	0%	-1.1%	-6%	i	4%	-43%	0.7%
COc1ccc(NC(=S)Nc2ccc(C)c(S(=O)(=O)N3CCCCC3)c2)cc1	-12%	1.4%	.	-1.4%	23%	i	12%	4%	6.6%
Cc1c2cnn(-c3ccccc3)c(=O)c2c(C)n1CCCC(=O)N1CCN(C)CC1	4%	0.9%	-3%	-0.3%	4%	i	-22%	9%	4.2%
CCN(CC)S(=O)(=O)c1ccc(C(=O)NCc2nnc(SCC(=O)OC)n2C)cc1	45%	-2.8%	3%	0.0%	-6%	i	-15%	-3%	2.6%
O=C(Nc1ccc2ccccc2c1)c1cn(-c2ccccc2)nc1-c1cccs1	13%	3.8%	-3%	0.1%	-44%	i	13%	-6%	3.1%	Dengue-2 NS5 capping pilot replicate=-5.5
O=C(Cn1c(=O)c2cccn2c2ccccc21)NCCc1ccccc1	7%	1.9%	0%	0.2%	-16%	.	-15%	11%	1.7%
Cc1cc(NC(=O)CSc2nncn2-c2ccccc2)no1	-9%	1.6%	-2%	0.2%	-12%	i	-12%	18%	-1.9%
COc1ccc(CCNCc2ccc(OCC(=O)N3CCCCC3)c(OC)c2)cc1OC	-6%	-1.1%	-1%	-0.8%	12%	i	-25%	12%	2.2%
C[C@@H]1CC=C[C@H]2[C@H]1C(=O)N(Cc1ccccc1)[C@H]2c1ccc(F)c(-c2ccc(N(C)C)cc2)c1	?	0.3%	-9%	0.7%	-18%	i	7%	-1%	3.2%
COc1ccc(OC)c(S(=O)(=O)Nc2ccccc2SC)c1	-3%	-1.0%	-7%	-0.5%	25%	i	-28%	-5%	-0.3%
O=C(NCc1ccc2c(c1)OCO2)C12CN(Cc3ccccc3)CC1C(c1cccc([N+](=O)[O-])c1)=NO2 (configuration not stated)	2%	1.4%	-3%	0.0%	62%	i	-20%	-22%	-1.0%
CN(C)/C(=N\S(=O)(=O)c1ccc(Cl)cc1)c1ccc(F)cc1	-6%	2.0%	-5%	-0.7%	1%	.	-24%	0%	3.3%	Dengue-2 NS5 capping pilot replicate=-0.9
CN(C)C(=O)COC(=O)c1ccccc1NC(=O)c1ccco1	-5%	0.9%	-4%	-0.1%	0%	i	-26%	13%	-8.0%
COc1ccc(OCc2cc(C(=O)NCCCc3ccccc3)no2)c(Cl)c1	-2%	-0.3%	1%	-0.9%	19%	.	-34%	-15%	-7.3%

Entries listed so far with an NH in an aromatic ring (2):
SMILES	AID2073	HIV peptide binding	Dengue-2 NS5 capping	West Nile virus CPE	KOR beta-arrestin-1	Yfh1-off respiration	NOD1 NF-kB reporter	NOD2 inhibition	KOR beta-arrestin-2	others
CCc1[nH]nc(C(=O)N2CCCC(Nc3ccc(C(C)C)cc3)C2)c1C (configuration not stated)	0%	2.2%	-6%	-0.4%	2%	.	9%	2%	1.4%
Cc1cc(NC(=O)CSc2c(C)[nH]c3ccccc23)no1	-8%	-1.6%	0%	-0.1%	11%	i	.	6%	-2.5%
